aDG glyco act: activators of alpha-DG glycosylation, primary screen, uHTS, Pro5-aDG cells, AlphaScreen | alpha-DG glycosylation AlphaScreen (IIH6); 0% Pro5, 100% B10-LARGE cell signal | 0.22% of 360,000 active | activation, % at 10 µM | AID 624168, 2012;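 active = activation of at least 8% versus controls, or a plate z-score of at least 8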;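 note: Pro5 are CHO cells carrying HIG-tagged alpha-DG that lacks glycosylation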
TWEAK-Fn14 inh: inhibitors of TWEAK-Fn14 signaling, primary screen, luciferase reporter cells, uHTS; TWEAK-stimulated Fn14 reporter cells, luciferase luminescence, 8 h; inhibition, % at 10 µM; 2% of 360,000 active; AID 1159606, 2016; in the data active = inhibition above about 50%
CF NFkB inh: inhibitors of PAF-induced NF-kB signaling, primary screen, cell-based, GFP fluorescence, uHTS; KKLEB NF-kB-GFP reporter, GFP fluorescence overnight; inhibition, % at 5 µM; 0.86% of 360,000 active; AID 588850, 2011;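 active = at least 50% inhibition at 5 µM, scaled per plate between neutral and stimulator controls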;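 note: PAF is a Pseudomonas aeruginosa culture filtrate used as stimulus; plate controls were PAF-stimulated DMSO wells for no effect and unstimulated DMSO wells for full effect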
TRPM1 prom inh: inhibitors of MITF-dependent TRPM1 promoter reporter, primary screen, cell-based, SK-MEL-5, single point, luciferase | inhibition, % at 12.5 µM | SK-MEL-5 TRPM1 promoter luciferase, 24 h | 0.83% of 330,000 active;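 active = mean inhibition across replicates of 60% or more, whatever share of single replicates reaches that level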; note: values of inactives mirror those of a sister screen read the other way
Shn3 3UTR inh: reduction of Shn3 3'UTR firefly luciferase signal, primary screen, Schnurri-3 inhibitor project, cell-based, Clone20 osteoblasts, set 2; Clone20 osteoblast Shn3 3'UTR firefly luciferase, 24 h; inhibition, % at 12.5 µM; 0.52% of 360,000 active;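 active = mean inhibition of at least 75% with every replicate also reaching 75%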;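 note: 0% = median of neutral control wells and 100% = pilot-screen positive control compound; some compounds past the cut are filed as inactive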
Peg3 promoter: Peg3 promoter-driven luciferase inhibitors, primary screen, cell-based, HeLa, luciferase luminescence; inhibition, % at 20 µM; 1.7% of 360,000 active; HeLa PEG-Prom luciferase reporter, overnight;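 active = inhibition of at least 50% at 20 µM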
HIF-2a block: HIF-2a reporter inhibitors, primary screen, luminescence, 786-0 RCC cells; 786-0 RCC cells HIF-2a reporter, luciferase luminescence, overnight; inhibition, % at 18.8 µM; 0.72% of 360,000 active;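 active = inhibition of the luminescence signal of 40% or more relative to plate controls, in a single-dose primary screen at 18.75 µM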
NR2E3 ag-1: inhibitors of NR2E3-RetCOR corepressor binding, primary screen, NR2E3 agonist project, biochemical, TR-FRET, GST-NR2E3, biotin-RetCOR; Photoreceptor-specific nuclear receptor (Homo sapiens), Q9Y5X4; 1536-well; inhibition of corepressor binding, % at 4.78 µM; 0.12% of 320,000 active; AID 2300, 2010;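 active = percent inhibition above the cutoff of mean plus 3 SD of all tested compounds, set per screening campaign, cut at about 20% in these data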;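 note: 0% = DMSO wells and 100% = biotin wells as full block of FRET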
Target sequence (Q9Y5X4 whole entry, looked up): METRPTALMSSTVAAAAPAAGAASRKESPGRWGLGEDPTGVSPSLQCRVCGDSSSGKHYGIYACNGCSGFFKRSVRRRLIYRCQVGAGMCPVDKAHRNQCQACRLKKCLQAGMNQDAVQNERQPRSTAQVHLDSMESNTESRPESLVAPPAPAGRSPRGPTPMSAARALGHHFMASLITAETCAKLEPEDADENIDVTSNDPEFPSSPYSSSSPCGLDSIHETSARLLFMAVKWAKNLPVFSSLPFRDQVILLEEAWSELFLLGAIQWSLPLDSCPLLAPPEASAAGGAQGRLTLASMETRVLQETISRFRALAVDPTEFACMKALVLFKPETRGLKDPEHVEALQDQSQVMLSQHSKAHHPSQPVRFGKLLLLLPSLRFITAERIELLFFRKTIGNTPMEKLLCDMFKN
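Assay system: NR2E3–RetCOR corepressor complex. Quantity: 1.35 nM GST-NR2E3. Buffer or medium: pH 7.5 Tris-based buffer. Reagent: biotinylated RetCOR corepressor at 7 nM final. Schedule: 5 h at 4 °C. Detection: TR-FRET, emission read at 617 and 671 nm. Replicates: one well per compound, singlicate testing.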
iPSC survival up: enhancers of single-cell hiPSC survival, primary screen, ATPlite luminescence. 100% = ROCK inhibitor wells, 0% = DMSO. survival enhancement, % at 20 µM. 0.044% of 360,000 active; in the data active = survival enhancement above about 18%;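 note: cells exposed to compounds for 16 hours before the ATP read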
NR2E3 ag-2: NR2E3 agonists in two-hybrid cells, primary screen, cell-based, luminescence, CHO-S, Gal4-NCOR/VP16-NR2E3 | Photoreceptor-specific nuclear receptor (Homo sapiens), Q9Y5X4 | luciferase | inhibition of corepressor binding, % at 3.98 µM | 0.35% of 360,000 active | AID 602229, 2012;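 active = inhibition above the mean of all tested compounds plus 3 SD, cut at about 70% in these data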;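 note: 0% = DMSO with NR2E3 transfected cells and 100% = cells lacking NR2E3 construct; higher means lower luciferase signal from less NR2E3 corepressor binding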
KKLEB cytotox: cytotoxicity in KKLEB CF airway cells, primary screen, cytotoxicity control for CF NF-kB inhibitor project, cell-based, uHTS, fluorescence assay plates; KKLEB CF airway cells viability, ATPlite luminescence, overnight; active compounds read low; cells stimulated with P. aeruginosa culture filtrate; activity change (cytotoxicity), % at 5 µM; 0.36% of 360,000 active;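 active = corrected activity change at or below -50% at 5 µM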
Numbers without * were called inactive; · = not tested or not shown.

1	CCCCCCn1c(N(CC)CC)nc2c1c(=O)[nH]c(=O)n2C
2	CN(CCC#N)S(=O)(=O)c1ccc2c(c1)c(=O)n(C)c(=O)n2C
3	O=C(Nc1ccc2c(c1)OCCO2)c1cccc(Br)c1
4	O=C(CCCCCN1C(=O)c2ccccc2C1=O)Nc1ccccc1F
5	CCn1nc(C(=O)Nc2ccc(Cl)c(S(=O)(=O)N3CCOCC3)c2)c2ccccc2c1=O
6	CC(C)c1ccc(-c2nn(-c3ccccc3)cc2C(=O)NCC2CCCO2)cc1 (stereo not given)
7	CC(=O)c1cccc(NC2c3ncccc3C(=O)N2Cc2ccco2)c1 (stereo not given)
8	Cc1cc(C)c(S(=O)(=O)NCC2CCC(C(=O)NCc3ccccn3)CC2)c(C)c1 (stereo not given)
9	C[C@@H](CC#N)CN1CC[C@H](C(C)(C)C)CCC1=O
10	CCn1c(SCC(=O)N(C)CC(=O)Nc2cccc(OC)c2)nnc1-c1ccco1

Compound,1,2,3,4,5,6,7,8,9,10
aDG glyco act,-0.1,-0.3,0.1,-0.1,-0.4,0.0,-0.3,0.2,0.0,-0.3
TWEAK-Fn14 inh,-25,2,-10,-3,3,1,15,5,-2,-3
CF NFkB inh,17,8,-8,4,18,18,8,5,6,8
TRPM1 prom inh,12,-8,-68,4,-2,-4,0,3,-6,-15
Shn3 3UTR inh,25,2,-21,1,11,11,2,-18,-12,-10
Peg3 promoter,6,-4,-247,-4,27,35,29,2,-10,-4
HIF-2a block,0,16,-255,-1,12,-20,6,10,4,13
NR2E3 ag-1,1,4,·,-2,·,3,-2,4,-3,-5
iPSC survival up,-0.8,-0.9,-0.9,-0.4,0.0,-0.2,6.3,-0.3,3.6,-0.1
NR2E3 ag-2,2,8,-128,0,-6,-31,8,-4,9,-17
KKLEB cytotox,-14,-4,-4,-1,-20,-7,-6,-7,-12,-22

11	Cn1c(=O)c(=O)n(C)c2cc(S(=O)(=O)N3CCN(c4ccccc4F)CC3)ccc21
12	O=C(CSc1ccccc1)Nc1ccc(S(=O)(=O)NCC2CCCO2)cc1 (stereo not given)
13	O=C(Nc1nncs1)c1cccc(S(=O)(=O)N2CCOCC2)c1
14	COC(=O)c1c(NC(=O)CN2CCN(c3ccccc3OC)CC2)c2cc(C)ccc2n1C
15	O=S(=O)(CC(O)COc1ccccc1Cl)c1ccccc1 (stereo not given)
16	COc1ccc(S(N)(=O)=O)cc1C(=O)N1CCCC1
17	COC(=O)c1ccc(/C=N/NC(=O)CNc2cccc(C)c2)cc1
18	O=C(c1ccc(Cl)cc1Cl)N1CCc2ccccc21
19	Cc1ccc(C)c(NC(=S)N2CCC(NC(=O)c3ccc(F)cc3)CC2)c1
20	Cc1ccc(-c2noc(CSc3nnc(-c4ccccc4)n3C)n2)cc1

Compound,11,12,13,14,15,16,17,18,19,20
aDG glyco act,0.9,0.0,0.1,0.1,0.0,-0.4,-0.2,0.0,0.0,0.5
TWEAK-Fn14 inh,-4,-4,-6,16,2,-27,6,2,9,9
CF NFkB inh,-18,5,0,-1,0,14,-4,-12,5,-8
TRPM1 prom inh,-1,-2,-14,10,-5,-7,6,6,2,3
Shn3 3UTR inh,27,-10,8,-3,-3,-5,17,-12,21,6
Peg3 promoter,12,-2,-12,21,6,2,-6,6,12,-13
HIF-2a block,12,-5,15,18,8,2,4,-10,14,-18
NR2E3 ag-1,-1,-1,7,1,-4,-1,-3,-2,4,-4
iPSC survival up,14,7.8,5.1,2.3,0.9,2.4,-0.5,-0.5,0.9,-2.2
NR2E3 ag-2,-15,-13,9,4,-19,-14,-27,-6,-3,-40
KKLEB cytotox,3,8,1,-6,3,-8,8,-6,2,7

Some of these compounds in order of molecular weight, rising:
15	O=S(=O)(CC(O)COc1ccccc1Cl)c1ccccc1 (stereo not given)
13	O=C(Nc1nncs1)c1cccc(S(=O)(=O)N2CCOCC2)c1
19	Cc1ccc(C)c(NC(=S)N2CCC(NC(=O)c3ccc(F)cc3)CC2)c1
12	O=C(CSc1ccccc1)Nc1ccc(S(=O)(=O)NCC2CCCO2)cc1 (stereo not given)

Compound,15,13,19,12
aDG glyco act,0.0,0.1,0.0,0.0
TWEAK-Fn14 inh,2,-6,9,-4
CF NFkB inh,0,0,5,5
TRPM1 prom inh,-5,-14,2,-2
Shn3 3UTR inh,-3,8,21,-10
Peg3 promoter,6,-12,12,-2
HIF-2a block,8,15,14,-5
NR2E3 ag-1,-4,7,4,-1
iPSC survival up,0.9,5.1,0.9,7.8
NR2E3 ag-2,-19,9,-3,-13
KKLEB cytotox,3,1,2,8

Following part.
21	COc1ccc(Cl)cc1NC(=O)CSc1nnc(CNC(=O)c2cccs2)o1
22	CC(C)Cc1ccc(CN2CCCC(NC(=O)CCN3CCCO3)C2)cc1 (stereo not given)
23	Cc1ccc(NC(=O)N2Cc3ccccc3CC2C(=O)NC(C)(C)C)cc1 (stereo not given)
24	COc1ccc(CN(C(=O)c2ccc(C)cc2)c2cccc(N)c2)cc1
25	CCCC(=O)Nc1nnc(SCC(=O)Nc2nc(C)cs2)s1
26	Cc1cccc(NCC(=O)c2c(N)n(C)c(=O)n(C)c2=O)c1C
27	COc1ccccc1CCC(=O)Nc1ccc2c(c1)c(=O)n(C)n2C
28	CCCCn1c(=O)nc2n(-c3ccccc3)c3ccccc3cc-2c1=O
29	Nc1cc(N)c2c(c1)C(=O)c1ccccc1-2
30	CCOC(=O)c1ccc(NC(=O)c2nc[nH]c2C(=O)NC[C@H](C)O)cc1

Compound,21,22,23,24,25,26,27,28,29,30
aDG glyco act,0.2,0.4,-0.1,-0.4,0.0,-0.1,0.0,0.6,-0.3,0.0
TWEAK-Fn14 inh,4,7,0,7,-14,15,2,-28,-18,-15
CF NFkB inh,-6,16,8,8,-4,0,7,-7,0,-14
TRPM1 prom inh,2,-13,-5,21,11,13,·,5,-22,·
Shn3 3UTR inh,10,6,-78,18,-13,20,-1,20,-2,5
Peg3 promoter,-2,-7,-17,0,12,6,-24,12,-79,-5
HIF-2a block,16,-2,-14,14,8,8,-20,-2,-44,-9
NR2E3 ag-1,-3,-1,0,2,2,1,·,3,·,·
iPSC survival up,0.0,-0.4,0.0,-0.8,-0.3,-0.7,-2.2,2.8,-2.1,2.6
NR2E3 ag-2,-10,-8,-16,4,-16,1,-17,-37,5,-8
KKLEB cytotox,2,-12,2,-3,-5,6,4,3,9,2

Compound profiles (already shown).
`COc1ccc(CN(C(=O)c2ccc(C)cc2)c2cccc(N)c2)cc1` is listed with aDG glyco act = -0.4; TWEAK-Fn14 inh = 7; CF NFkB inh = 8; TRPM1 prom inh = 21; Shn3 3UTR inh = 18; Peg3 promoter = 0; HIF-2a block = 14; NR2E3 ag-1 = 2; iPSC survival up = -0.8; NR2E3 ag-2 = 4; KKLEB cytotox = -3
`COc1ccc(Cl)cc1NC(=O)CSc1nnc(CNC(=O)c2cccs2)o1` is listed with aDG glyco act = 0.2; TWEAK-Fn14 inh = 4; CF NFkB inh = -6; TRPM1 prom inh = 2; Shn3 3UTR inh = 10; Peg3 promoter = -2; HIF-2a block = 16; NR2E3 ag-1 = -3; iPSC survival up = 0.0; NR2E3 ag-2 = -10; KKLEB cytotox = 2

Additional entries.
31	CCN(CC)S(=O)(=O)c1ccc(C(C)NC(=O)Cc2c[nH]c3ccccc23)cc1 (stereo not given)
32	Cc1cc(=O)n2c(n1)NC(=NCc1ccccc1)NC2c1ccccc1 (stereo not given)
33	Cc1nccnc1Sc1ccccc1
34	O=C1NCCN(CC2CCN(CCC3CCCC3)CC2)C1=O
35	CNC1=C(N(C(C)=O)c2ccc(Br)cc2)C(=O)c2ccccc2C1=O
36	CN(Cc1cccnc1)C(=O)c1cc(COc2ccc3ncccc3c2)on1
37	O=C(CN1C(=O)S/C(=C\c2cccs2)C1=O)Nc1ccc(C(=O)O)c(O)c1
38	Cc1ccc(C(=O)NC2CC2)cc1S(=O)(=O)N1CCOCC1
39	COc1cccc(-c2ncn(CCc3ccccc3OC)c2C(C)C)c1
40	Cc1ccc(CNC(=O)c2ccccc2NC(=O)CN2CCN(C)CC2)cc1

Compound,31,32,33,34,35,36,37,38,39,40
aDG glyco act,-0.1,0.1,-0.1,0.0,8.7*,1.4,0.1,-0.2,0.5,-0.1
TWEAK-Fn14 inh,3,-6,18,9,91*,38,3,-4,10,38
CF NFkB inh,-18,5,16,-20,76*,30,7,6,·,17
TRPM1 prom inh,8,·,-4,15,107*,-6,2,9,·,5
Shn3 3UTR inh,19,1,2,5,78,76,-3,-19,·,-8
Peg3 promoter,6,13,7,-12,102*,-2,-6,5,·,6
HIF-2a block,10,14,11,-3,60*,-14,9,3,-53,9
NR2E3 ag-1,1,0,0,·,3,-1,0,-5,·,0
iPSC survival up,-0.1,0.2,0.5,0.2,-2.7,-0.6,-0.4,-0.4,-0.3,-0.2
NR2E3 ag-2,-7,-21,1,-14,-9,60,5,8,22,27
KKLEB cytotox,9,4,4,8,-62*,-1,-8,-1,·,1

41	COc1cc(O)c(C(CCN2CCCCC2)c2ccc3c(c2)OCO3)c(OC)c1 (stereo not given)
42	N=c1n(CCO)c2ccccc2n1CCN1CCCCC1
43	O=C(O)CCC(=O)N1CCc2cc(S(=O)(=O)NC3CCCc4ccccc43)ccc21 (stereo not given)
44	Cc1ccc(C)c(OCCn2cc(/C=C(\C#N)C(=O)NCC3CCCO3)c3ccccc32)c1 (stereo not given)
45	COC(=O)c1ccccc1NC(=O)c1cncc(Br)c1
46	COc1ccc(/C=C(/NC(=O)c2ccccc2)C(=O)N/N=C/c2ccncc2)cc1
47	COc1cccc(S(=O)(=O)Nc2cccnc2)c1
48	Cc1ccc(C(=O)OCC(=O)N2C(C)CCCC2C)s1 (stereo not given)
49	COc1cc(/C=N/NC(N)=O)cc([N+](=O)[O-])c1O

Compound,41,42,43,44,45,46,47,48,49
aDG glyco act,0.0,-0.1,-0.3,-0.3,0.3,-0.3,-0.5,1.5,-0.2
TWEAK-Fn14 inh,7,12,0,24,-3,0,2,-9,-16
CF NFkB inh,-9,-8,-4,8,-11,8,11,5,1
TRPM1 prom inh,-30,-10,2,8,8,14,1,-26,-3
Shn3 3UTR inh,3,12,12,12,4,11,-2,-22,-7
Peg3 promoter,-26,8,10,22,13,8,12,-73,11
HIF-2a block,3,8,3,15,-17,7,3,-42,16
NR2E3 ag-1,0,4,2,0,2,0,1,3,-13
iPSC survival up,-2.1,-0.8,0.8,-0.5,-0.5,2.8,1.0,0.2,-1.8
NR2E3 ag-2,14,-8,4,4,-21,-22,2,-12,-2
KKLEB cytotox,0,6,8,3,16,-3,-5,-5,-5

Bioassay records from PubChem BioAssay.
